# GPR151 activ – activators of human GPR151. Q8TDV0. PathHunter beta-arrestin GPR151 cells, luminescence. activation, % at 11.2 µM. 650,000 compounds, 1% hits; in the data active means activation above about 4.9%;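 further: 0% = median of compound wells and 100% = cells with positive control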
# Target sequence (Q8TDV0 whole entry, looked up): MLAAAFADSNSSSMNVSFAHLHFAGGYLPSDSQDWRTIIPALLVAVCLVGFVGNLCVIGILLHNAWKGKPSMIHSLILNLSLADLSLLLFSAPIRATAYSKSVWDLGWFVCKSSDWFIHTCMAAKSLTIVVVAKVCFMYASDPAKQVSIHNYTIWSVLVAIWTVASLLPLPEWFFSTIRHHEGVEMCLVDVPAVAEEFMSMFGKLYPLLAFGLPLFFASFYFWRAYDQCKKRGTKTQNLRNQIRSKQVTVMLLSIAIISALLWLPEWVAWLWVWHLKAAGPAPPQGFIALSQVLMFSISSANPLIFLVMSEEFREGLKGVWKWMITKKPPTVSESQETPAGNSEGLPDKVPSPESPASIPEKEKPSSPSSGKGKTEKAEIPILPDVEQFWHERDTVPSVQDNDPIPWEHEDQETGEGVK
# MITF primary – inhibitors of human MITF; AlphaScreen MITF homodimerization, bead proximity signal; O75030; inhibition, % at 2.6 µM; AID 1259374; 650,000 compounds, 0.91% hits; in the data active means inhibition above about 50%;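 further: 0% = vehicle wells with protein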
# TEAD-YAP block – TEAD-YAP interaction inhibition. HEK-TIYL cells, TEAD-Gal4/YAP UAS-luciferase luminescence. inhibition, % at 9.12 µM. 640,000 compounds, 1.4% hits; in the data active means inhibition above about 32%;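 further: 0% = median of test compound wells and 100% = reference inhibitor wells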
# FBW7 act – activators of human E3 ligase FBW7; 650,000 compounds, 0.13% hits; AID 1259310; AlphaScreen FBW7–phospho-cyclin E peptide binding, activator screen; Q969H0; normalized activity (activation), % at 26.1 µM; in the data active means normalized activity above about 1.9%;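 further: purified mutant Fbw7 with reduced substrate affinity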
# Target sequence (Q969H0 whole entry, looked up): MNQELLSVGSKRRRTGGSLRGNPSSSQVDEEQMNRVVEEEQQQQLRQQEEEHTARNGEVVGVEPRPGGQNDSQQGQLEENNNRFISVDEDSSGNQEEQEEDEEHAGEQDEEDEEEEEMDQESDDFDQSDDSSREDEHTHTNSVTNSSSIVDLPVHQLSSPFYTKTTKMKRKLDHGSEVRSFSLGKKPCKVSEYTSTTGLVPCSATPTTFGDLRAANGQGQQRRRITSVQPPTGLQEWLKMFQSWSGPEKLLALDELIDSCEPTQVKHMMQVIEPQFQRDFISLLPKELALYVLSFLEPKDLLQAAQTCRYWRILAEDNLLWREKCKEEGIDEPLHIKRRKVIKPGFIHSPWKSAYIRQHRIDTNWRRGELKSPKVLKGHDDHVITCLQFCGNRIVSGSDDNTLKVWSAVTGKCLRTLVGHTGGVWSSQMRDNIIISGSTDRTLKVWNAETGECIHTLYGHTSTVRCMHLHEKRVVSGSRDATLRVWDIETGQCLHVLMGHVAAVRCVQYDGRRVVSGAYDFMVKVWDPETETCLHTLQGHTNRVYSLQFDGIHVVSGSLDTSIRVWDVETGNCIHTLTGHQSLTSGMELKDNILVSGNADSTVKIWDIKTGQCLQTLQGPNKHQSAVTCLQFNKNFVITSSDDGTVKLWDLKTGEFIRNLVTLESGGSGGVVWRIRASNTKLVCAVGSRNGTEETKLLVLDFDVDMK
# Starred values were filed as active, the others as inactive; . = not tested or not shown; & = joins results of further samples.
nr	smiles	GPR151 activ	MITF primary	TEAD-YAP block	FBW7 act
1	COc1ccc(C(=O)Nc2ccccc2Br)cc1[N+](=O)[O-]	-0.9	-1	-7	-0.1
2	CN(C)C1N(C(=O)c2cccc3ccccc23)N=C2c3ccccc3S(=O)(=O)N21 (stereo not given)	-0.9	8	-25	0.8
3	CSc1nc2sc3c(c2c(=O)n1-c1ccc(C)cc1)CCCC3	-0.1	8	-10	0.0
4	CCOc1ccc(N2C(=O)CC(NC3CCCCCCC3)C2=O)cc1 (stereo not given)	-0.2	9	14	0.0
5	CCCNS(=O)(=O)c1ccc(S(N)(=O)=O)cc1	-0.9	25	1	0.1
6	COC(=O)c1ccc(N2C(=O)CC(NCc3ccc(OC)cc3)C2=O)cc1 (stereo not given)	-1.3	-125	8	0.1
7	COCCn1c(SCC(=O)Nc2ccc(C(C)=O)cc2)nnc1-c1ccco1	-1.7	-7	1	0.0
8	O=C(NC1CC1)c1ccc(-c2nc(NC3CC3)c3ncn(-c4ccccc4)c3n2)cc1	-0.2	-14	33*	0.2
9	Cc1cccc(C)c1NC(=O)CSCc1ccc2c(c1)OCO2	0.9	-1	-20	-0.1
10	Cc1cc(C(F)(F)F)nn1CC(=O)NN1C(=O)c2ccccc2C1=O	-0.2	2	-10	-0.2
11	Cc1ccc(S(=O)(=O)Nc2cccc(Cl)c2)cc1C(=O)O	-0.3	6	0	0.2
12	CCCOc1ccc(C2/C(=C(/O)c3ccc(S(=O)(=O)N(C)C)cc3)C(=O)C(=O)N2CCN2CCOCC2)cc1 (stereo not given)	-0.1	10	-8	0.2
13	O=C(CNc1ccc(C(F)(F)F)cc1[N+](=O)[O-])OCc1nnc(-c2cccs2)o1	-1.7	-10	2	0.0
14	O=C(Nc1ccnn1C1CCN(Cc2ccc3cc(F)ccc3n2)CC1)C1CCCC1	-0.5	-1	11	0.1
15	C/C(CC(=O)Nc1cccc(Cl)c1C)=N\NC(=O)c1cc2ccccc2cc1O	-0.8	-12	-12	0.0
16	CC(C)C(NS(C)(=O)=O)c1nnc2n1CCN(Cc1ccc3c(c1)OCO3)CC2 (stereo not given)	3.0	-4	4	0.0
17	Cc1ccc(C(=O)O/N=C(\N)c2ccccn2)cc1[N+](=O)[O-]	-3.6	2	17	0.0
18	COc1ccc(CNC(=O)c2cnccn2)c(OC)c1	0.1	-16	2	0.0
19	COc1ccc(-c2ccc(NS(=O)(=O)c3ccc4ccccc4c3)cc2)nn1	1.3	0	2	0.1
20	CC1CCN(C(=O)CSc2nnc(CNc3ccc(F)cc3)o2)CC1	1.0	24	8	-0.1
21	Clc1cc(-c2ccccc2Oc2cccnc2)ccn1	-1.4	3	-17	0.1
22	CCOC(=O)C1CCN(c2cc(Nc3cccc(OC)c3)c3c4c(onc24)-c2ccccc2C3=O)CC1	0.8	31	6	-1.6
23	CSc1c(CC(=O)Nc2ccccc2C(F)(F)F)n(C)c2ccc(C)cc12	0.0	14	0	0.3
24	CCCC(C)C(=O)Nc1ccccc1OCC (stereo not given)	-0.6	-5	3	-0.2
25	O=C(O)CCCNS(=O)(=O)c1ccc(F)c(Cl)c1	-0.7	-6	6	0.2
26	CCc1cc2c(=O)c(-c3ccc4c(c3)OCO4)c(C)oc2cc1OC	-0.7	0	-5	0.1
27	N#C/C(=C\c1ccco1)C(=O)NCc1ccccc1	-0.9&1.2	9&1	0&-24	0.2&-0.1
28	O=C(Nc1ccc2ccccc2c1)/C(=C/c1ccccc1)NC(=O)c1ccccc1	-0.9	6	0	0.3
29	OCCN1CCN(C(c2ccc(Cl)cc2)c2ccc3cccnc3c2O)CC1 (stereo not given)	0.4	21	74*	-0.5
30	Cc1ccc2oc(-c3cccc(NC(=O)c4ccc(F)cc4)c3C)nc2c1	0.6	0	-11	0.0
31	CCCC(c1nnnn1C(C)(C)C)N1CCN(C(=O)c2ccco2)CC1 (stereo not given)	-1.0	-5	-5	0.5
32	Cc1cccc(NC(=O)Nc2cccc(C#N)c2)n1	0.9	-8	-20	-0.1
33	CCOC(=O)CCc1c(C)c2ccc(OCC(N)=O)cc2oc1=O	4.9	8	-3	-0.2
34	O=C(Nc1ccc(F)cc1)C(c1ccccc1)N(C(=O)c1cnccn1)c1ccc(F)cc1 (stereo not given)	-0.1	3	-7	-0.1
35	CC(C)CC(NC(=O)C1CCCN1C(=O)OC(C)(C)C)C(=O)NCC(N)=O (stereo not given)	0.9	-11	-3	0.0
36	CCc1nnc2nc(-c3ccc(NC(=O)c4ccncc4)cc3)cn2c1CC	0.1	10	5	0.0
37	COc1ccccc1C1CC(c2c(-c3ccccc3)c3cc(Cl)ccc3[nH]c2=O)=NN1C(=O)CN1CCOCC1 (stereo not given)	-1.9	-11	-13	0.1
38	O=C(CSc1cccc[n+]1[O-])NNc1c(Cl)cc(Cl)cc1Cl	0.2	5	11	0.5
39	COc1cc(Nc2nc(-c3c(C)noc3C)nc3c2ncn3Cc2ccc(C(F)(F)F)cc2)cc(OC)c1OC	2.0	6	52*	0.3
40	CCN(CC)CCn1c(=S)sc2c(=O)n(-c3ccccc3OC)c(SCC(=O)Nc3ccc(N(C)C)cc3)nc21	0.1	12	0	0.0
41	Cc1cc(Cl)ccc1OCC(=O)Nc1ncnc2sc3c(c12)CCCC3	-0.1	12	-8	0.1
42	N#Cc1ccccc1NC(=O)Cc1ccc(F)cc1	-0.7	-6	6	-0.1
43	O=C(CCc1ccccc1)Nc1ccc(Nc2cc(-n3ccnc3)ncn2)cc1	0.3	-7	6	-0.3
44	O=C(/C=C/c1ccccc1)Nc1nnc(-c2ccc(F)cc2)o1	0.3	-14	8	-0.1
45	Cc1nc(NCc2cccc(C(F)(F)F)c2)c(C#N)c(C)c1[N+](=O)[O-]	2.4	15	0	0.1
46	CCc1ccccc1N/N=C(/C)c1ccc(O)c(O)c1O	1.4	3	-9	-0.5
47	Cc1cccc(C(=O)N2CCc3cc(-c4csc(NC(=O)CN5CCCC5)n4)ccc32)c1	0.6	5	5	0.3
48	Cc1ccc(Cl)cc1N1CCN(C(=O)c2ccc3c(c2)NC(=O)C(CSCc2c(F)cccc2Cl)N3)CC1 (stereo not given)	0.3	1	-3	0.6
49	Cc1ccc(CNC(=O)c2ccc(CNc3c(N4CCCC4)c(=O)c3=O)cc2)cc1	-1.6	-1	8	0.4
50	O=C(Nc1cccc(Cl)c1Cl)c1ccccc1[N+](=O)[O-]	-0.1	-12	-6	0.0

# Part of the list above with just GPR151 activ:
No.	compound	GPR151 activ
36	CCc1nnc2nc(-c3ccc(NC(=O)c4ccncc4)cc3)cn2c1CC	0.1
37	COc1ccccc1C1CC(c2c(-c3ccccc3)c3cc(Cl)ccc3[nH]c2=O)=NN1C(=O)CN1CCOCC1 (stereo not given)	-1.9
38	O=C(CSc1cccc[n+]1[O-])NNc1c(Cl)cc(Cl)cc1Cl	0.2
39	COc1cc(Nc2nc(-c3c(C)noc3C)nc3c2ncn3Cc2ccc(C(F)(F)F)cc2)cc(OC)c1OC	2.0
40	CCN(CC)CCn1c(=S)sc2c(=O)n(-c3ccccc3OC)c(SCC(=O)Nc3ccc(N(C)C)cc3)nc21	0.1

# Already shown: entries from further up.
nr	smiles	GPR151 activ	MITF primary	TEAD-YAP block	FBW7 act
38	O=C(CSc1cccc[n+]1[O-])NNc1c(Cl)cc(Cl)cc1Cl	0.2	5	11	0.5
39	COc1cc(Nc2nc(-c3c(C)noc3C)nc3c2ncn3Cc2ccc(C(F)(F)F)cc2)cc(OC)c1OC	2.0	6	52*	0.3

# (further entries)
nr	smiles	GPR151 activ	MITF primary	TEAD-YAP block	FBW7 act
51	CCn1c(C)nc2cc(S(=O)(=O)Nc3ccccc3)ccc21	0.6	-4	-4	0.0
52	CCCOn1nnc2ccc([N+](=O)[O-])cc21	-0.6	-12	-6	-0.1
53	O=C(C1CC12CCN(C/C=C/c1ccco1)CC2)N1CCN(c2ccccc2)CC1 (stereo not given)	-0.2	-2	5	-0.1
54	CC(C)(C(=O)c1ccccc1)/[N+]([O-])=C/c1ccc(Br)cc1	0.8	-1	6	0.4
55	CCOC(=O)c1c(NC(=O)c2ccc(S(=O)(=O)N3CCCCC3C)cc2)sc2c1CCN(C(C)=O)C2 (stereo not given)	0.3	-4	12	-0.1
56	CCN(CC)CCN1CCN(c2ncc(-c3ccc(O)cc3)n3ccnc23)CC1	0.2	5	13	-0.3
57	CC1(C)CC(=O)c2c(nn(-c3ccccc3)c2-c2cccnc2)C1	-0.1	6	0	-0.1
58	c1cncc(-c2nc3c4ccccc4nc(N4CCC(N5CCCCC5)CC4)n3n2)c1	-0.3	1	46*	0.0
59	Cc1ccc(NCC(=O)N/N=C/c2ccccc2Cl)cc1	-1.2	-6	-2	0.3
60	Cc1ccc(NC(=O)CCNC(=O)C(c2ccccc2)c2ccccc2)cc1C	-0.6	-2	9	-0.1
61	CC(C)(C)SCC(O)Cn1c2ccc(Br)cc2c2cc(Br)ccc21 (stereo not given)	-0.4	16	5	0.0
62	Cc1ccc(/C=C2/C(=O)N(c3ccccc3)C(=S)N2C)o1	0.5	13	0	-0.1
63	Cc1ccccc1CS(=O)(=O)CCC(=O)NCCCN1CCOCC1	1.2	-8	5	0.0
64	CC(C)Cc1ccc(CN2CCc3nnc(C(C)NC(=O)c4cccnc4)n3CC2)cc1 (stereo not given)	0.6	7	13	0.2
65	O=C(Nc1ccc(S(=O)(=O)N2CCOCC2)cc1)c1ccc(Br)cc1	-1.1	-5	13	-0.2
66	Cc1ccc(C(=O)NNC(=O)C2CCN(C(=O)Cc3cccc(F)c3)CC2)cc1	0.4	-5	-3	-0.1
67	O=C(c1ccco1)n1nnc2ccccc21	1.3	-10	-4	0.0
68	COCCN1C(=O)N[C@H](c2cccc(C(F)(F)F)c2)C(C(=O)OC)=C1C	0.3&-1.6	9&15	.	-0.2&0.1
69	Cc1ccc(C)c(NS(=O)(=O)c2c[nH]c3ccc([N+](=O)[O-])cc23)c1	-1.1	6	8	0.0
70	CCOC(=O)c1cn(-c2ccc([N+](=O)[O-])cc2)c2cc(Cl)c([N+](=O)[O-])cc2c1=O	-0.2	-3	-7	0.7
71	CSc1ccc2nc(NC(=O)c3cccc(C)c3)sc2c1	-0.5	24	-32	1.1
72	Cc1ccc(N(CC(=O)Nc2ccc(F)cc2F)S(=O)(=O)c2c(C)noc2C)cc1	1.5	11	2	0.2
73	O=C(O)COCC(=O)N1CCN(C2c3ccccc3-c3ccccc32)CC1	1.6	-1	-6	-0.1
74	C/C(=C\c1ccccc1)CN1CCc2nnc(CNC(=O)c3ccncc3)n2CC1	1.6	2	6	-0.2
75	O=C(CN1CCN(CC(=O)Nc2ccc(F)c(F)c2)CC1)Nc1ccc(Cl)cc1	-0.3	-6	9	0.2

# Entries above with a tert-butyl group, in the order listed:
nr	smiles	GPR151 activ	MITF primary	TEAD-YAP block	FBW7 act
31	CCCC(c1nnnn1C(C)(C)C)N1CCN(C(=O)c2ccco2)CC1 (stereo not given)	-1.0	-5	-5	0.5
35	CC(C)CC(NC(=O)C1CCCN1C(=O)OC(C)(C)C)C(=O)NCC(N)=O (stereo not given)	0.9	-11	-3	0.0
61	CC(C)(C)SCC(O)Cn1c2ccc(Br)cc2c2cc(Br)ccc21 (stereo not given)	-0.4	16	5	0.0

# Whole records as entered above. Order of values: GPR151 activ, MITF primary, TEAD-YAP block, FBW7 act
# Profile of O=C(Nc1ccc2ccccc2c1)/C(=C/c1ccccc1)NC(=O)c1ccccc1 → -0.9, 6, 0, 0.3
# Profile of CCOC(=O)c1cn(-c2ccc([N+](=O)[O-])cc2)c2cc(Cl)c([N+](=O)[O-])cc2c1=O → -0.2, -3, -7, 0.7

# (list continues)
nr	smiles	GPR151 activ	MITF primary	TEAD-YAP block	FBW7 act
76	CC(C)N(CCNC(=O)c1csc(Nc2nc3ccccc3n2C)n1)C(C)C	2.4	-6	-1	-0.1
77	COc1ccc2oc(-c3ccccc3Cl)cc(=O)c2c1	-4.9	6	49*	2.6*
78	CCOc1cc(/C=C2/SC(=S)NC2=O)cc(I)c1O	-1.0	11	-1	0.1
79	CCOc1ncccc1C(=O)Nc1cc(S(=O)(=O)N(C)C)ccc1C	1.0	-7	6	-0.1
80	C/C(CC(=O)Nc1cccc(Cl)c1)=N\NC(=O)c1cccc(O)c1	-2.7	22	-2	0.8
81	OC(COCc1ccc2c(c1)OCO2)CN1CCN(Cc2ccc(Cl)cc2)CC1 (stereo not given)	2.1	-15	8	0.9
82	Nc1ccc(-c2n[nH]c(=O)c3ccccc23)cc1N	-1.6	19	-3	0.8
83	CCOc1ccc2c(-c3cc4cc(Br)ccc4oc3=O)cc(=O)oc2c1	7.9*	-3	-3	0.4
84	O=C(CCl)Nc1ccc(S(=O)(=O)N2CCCC2)cc1	-1.1	9	1	0.1
85	COc1cccc(C(=O)Oc2ccc(/C=C3\SC(N)=NC3=O)cc2OC)c1	0.2	-4	20	-0.1
86	COC(C(=O)N1CCC2(CC1)CC2C(=O)NCc1cccc(C)n1)c1ccccc1 (stereo not given)	2.3	9	-4	0.0
87	CCN(CC)C(=O)CC1(c2ccc(OC)cc2)CC(=O)N(C2CC2)C1=O (stereo not given)	-1.7	-13	-6	-0.3
88	Cn1c(=O)cc(OCC(=O)NCCN2CCOCC2)c2ccccc21	-0.1	-26	-4	-0.1
89	Cc1nnc(NC(=O)c2cc3c(=O)n4cccc(C)c4nc3s2)s1	-0.9	-12	2	0.1
90	CCOC(=O)c1cc(-c2ccc(C)c([N+](=O)[O-])c2)nc2c1c(=O)n(C)c(=O)n2C	0.3	-4	5	0.0
91	COc1cccc(C(=O)Nc2cc3c(cc2C(C)=O)OCCO3)c1	-1.5	7	4	0.7
92	CC(NC(=O)COc1ccccc1)c1nnc2n1CCN(Cc1ccccn1)CC2 (stereo not given)	-0.2	9	7	-0.1
93	Cc1cc(C(=O)N(CC2CCCO2)c2nc3ccccc3s2)n(C)n1 (stereo not given)	-1.6	4	-19	0.0
94	CCOC(=O)c1cc(-c2ccccc2)oc1CN1CCOCC1	8.9*	19	7	-0.1
